DAGLB inhibitor: diacylglycerol lipase beta (human) inhibition. Q8NCG7. HEK293T DAGLB membrane lysate, EnzChek fluorogenic substrate. inhibition, % at 5.17 µM. 340,000 compounds, 0.059% hits; in the data active means inhibition above about 34%;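 further: 0% = enzyme with vehicle and 100% = wells lacking enzyme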
Target sequence (Q8NCG7 whole entry, looked up): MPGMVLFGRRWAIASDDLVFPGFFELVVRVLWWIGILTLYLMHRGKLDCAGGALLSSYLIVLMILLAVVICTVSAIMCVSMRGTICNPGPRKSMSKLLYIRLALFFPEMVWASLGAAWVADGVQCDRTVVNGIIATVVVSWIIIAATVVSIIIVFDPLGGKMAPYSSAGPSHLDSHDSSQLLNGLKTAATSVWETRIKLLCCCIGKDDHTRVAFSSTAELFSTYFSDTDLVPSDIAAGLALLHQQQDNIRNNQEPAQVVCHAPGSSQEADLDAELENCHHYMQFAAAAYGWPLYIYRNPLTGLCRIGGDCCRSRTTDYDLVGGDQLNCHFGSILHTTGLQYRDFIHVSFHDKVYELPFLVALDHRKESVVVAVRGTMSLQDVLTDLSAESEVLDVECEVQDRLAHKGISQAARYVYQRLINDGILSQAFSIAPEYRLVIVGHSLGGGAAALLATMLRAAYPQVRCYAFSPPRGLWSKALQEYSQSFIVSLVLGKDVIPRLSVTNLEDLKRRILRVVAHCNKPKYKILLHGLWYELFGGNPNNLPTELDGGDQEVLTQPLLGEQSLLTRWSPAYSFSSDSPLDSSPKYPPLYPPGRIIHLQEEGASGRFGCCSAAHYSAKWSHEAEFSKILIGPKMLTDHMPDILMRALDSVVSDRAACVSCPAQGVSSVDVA
Wnt act: activators of Wnt/beta-catenin signaling. Wnt/beta-catenin reporter cell assay, activator, plate reader. 300,000 compounds, 1.2% hits. activation, % at 9.35 µM; in the data active means activation above about 30%, passing the limit was not always enough; inconclusive means no clear call, values can overlap the other calls;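 further: 0% = neutral control wells and 100% = positive control wells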
phage Ecoli inh: E. coli growth loss with phage present; growth absorbance; inhibition, % at 11.9 µM; 360,000 compounds, 0.26% hits; in the data active means inhibition above about 11%
AddAB inh: less growth of phage-infected E. coli with AddAB. E. coli expressing H. pylori AddAB, absorbance growth. inhibition, % at 11.9 µM. 330,000 compounds, 0.29% hits. AID 435030; in the data active means inhibition above about 12%;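 further: 0% = vehicle wells of infected cells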
CAL PDZ FP: blocks peptide binding to human CAL PDZ domain. Q9HD26. purified CAL PDZ, TMR-peptide fluorescence polarization, 1 h. inhibition, % at 20 µM. 330,000 compounds, 0.02% hits;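 active means highest replicate inhibition of at least 40%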;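 further: plate controls were DMSO neutral control wells for no effect and unlabeled competitor peptide control wells for full effect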
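Assay system – tagged CAL PDZ protein CerCALP, purified · Timing – 1 h at RT · Compound – single point, 20 µM · Measured by – fluorescence polarization from S- and P-plane intensities, G-factor corrected · Evaluation – inhibition from polarization loss · Probe or stimulus – TMR reporter peptide T*-PRC34 · Buffer or medium – pH 7.4 phosphate-saline buffer, reducing agent, detergent, IgG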
PvdQ acylase: blocks Pseudomonas aeruginosa PvdQ acylase activity; inhibition, % at 10 µM; purified PvdQ acylase, fluorescence plate reader; 340,000 compounds, 0.063% hits; AID 488965; in the data active means inhibition above about 30%, passing the limit was not always enough; inconclusive means no clear call, values can overlap the other calls;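 further: 0% = vehicle neutral wells and 100% = reference inhibitor wells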
PfHsp90 set2: growth inhibition of yeast expressing Plasmodium Hsp90 | 310,000 compounds, 0.32% hits | inhibition, % at 9.4 µM | S. cerevisiae expressing PfHsp90, BacTiter-Glo ATP, 48 h; yeast lacking PDR1 and PDR3 efflux regulators;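 active means every replicate shows inhibition above about 80%, whatever the replicate mean, limit read from the data; inconclusive means mean inhibition reaches the set limit but some replicate falls short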;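 further: 0% = DMSO neutral controls and 100% = 20 µM radicicol positive controls; yeast relying on Plasmodium falciparum Hsp90 in place of its own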
Rtt109 HAT inh: blocks Candida albicans Rtt109/Vps75 acetyltransferase activity | purified Rtt109/Vps75, ThioGlo CoA-SH fluorescence, 4 h | inhibition, % at 34.9 µM | 330,000 compounds, 0.16% hits;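 active means inhibition of at least 50% in every replicate; inconclusive means best replicate reaches 50% inhibition but some replicates fall short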
Target sequence (Q5AAJ8 whole entry, looked up): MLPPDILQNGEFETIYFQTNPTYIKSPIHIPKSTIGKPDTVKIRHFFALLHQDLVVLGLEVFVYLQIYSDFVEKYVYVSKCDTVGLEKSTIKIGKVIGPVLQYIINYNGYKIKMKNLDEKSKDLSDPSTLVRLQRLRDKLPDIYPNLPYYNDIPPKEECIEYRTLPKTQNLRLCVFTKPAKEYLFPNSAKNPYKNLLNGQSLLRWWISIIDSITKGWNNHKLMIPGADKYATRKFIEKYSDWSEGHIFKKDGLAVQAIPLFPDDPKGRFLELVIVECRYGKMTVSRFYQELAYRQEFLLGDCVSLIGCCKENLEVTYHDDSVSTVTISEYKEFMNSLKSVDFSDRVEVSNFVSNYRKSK
Ecoli viability: counter-screen for AddAB inhibitors: E. coli growth inhibition. E. coli V3065 growth, OD600 absorbance, 18 h. inhibition, % at 11.9 µM. 330,000 compounds, 0.27% hits;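 active means inhibition above the campaign's mean inhibition across all tested compounds plus 3 SD, cut at about 9.9% in these data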;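 further: uninfected addAB+ strain grown without phage in ampicillin broth; 0% = DMSO wells and 100% = ciprofloxacin 0.95 µg/ml wells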
Tat transport: blocks Tat-dependent protein export in E. coli | E. coli MC4100 TorA-mCherry Tat export, fluorescence | inhibition, % at 10 µM | 340,000 compounds, 0.036% hits;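 active means mean replicate inhibition at least 50% and at least half of replicates individually reaching 50%; inconclusive means only one of the two criteria met; inactive means neither criterion met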;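 further: exported cargo escapes ClpAP degradation while cytoplasmic cargo is degraded and loses fluorescence; 0% = median of neutral control wells and 100% = median of NaSCN control wells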
* hit, by the source's call; ? = inconclusive; / = no result given.

SMILES	DAGLB inhibitor	Wnt act	phage Ecoli inh	AddAB inh	CAL PDZ FP	PvdQ acylase	PfHsp90 set2	Rtt109 HAT inh	Ecoli viability	Tat transport
Cc1cc(C)cc(C(=O)NC(=S)Nc2ccc3[nH]c(=O)[nH]c3c2)c1	-0.1	/	-0.6	2.6	-2.6	7.0	28.7	/	0.3	-8.5
CN1CCCN(C(=O)c2cc(-c3cccc4ccccc34)nc3ccccc23)CC1	1.4	46.8*	-1.0	-0.3	-1.8	-3.1	-0.4	-2.7	-0.8	-1.7
CCCCOc1nc2ccccc2nc1NS(=O)(=O)c1ccc(F)cc1	8.0	-3.3	0.6	1.1	-0.9	-6.2	-34.7	8.0	1.0	7.0
NC(=O)C1CCN(S(=O)(=O)Cc2ccccc2Cl)CC1	1.6	1.5	2.1	-4.1	0.2	6.1	12.7	-5.6	-0.5	-0.1
Cc1ccc(N2CC(C(=O)Nc3cc(C(F)(F)F)ccc3N3CCCC3)CC2=O)cc1 (stereo not drawn)	-0.4	-1.7	3.1	1.3	0.9	5.1	/	4.8	0.1	?
N#Cc1ccc(C(=O)OCC(=O)N2CCOCC2)cc1	-0.7	1.3	0.6	2.4	0.0	-2.6	-8.3	0.3	-0.8	1.9
Cc1ccc(NC(=O)CCCOc2ccccc2)cc1S(=O)(=O)N1CCOCC1	-0.9	-4.1	1.0	-0.9	-0.6	-12.6	-0.4	4.0	-3.2	-6.1
Cc1nc2c3ccccc3nc(NNC(=O)CCC(=O)NC(C)C)n2n1	0.1	-6.6	2.4	0.3	0.0	-19.6	16.8	-2.5	1.3	-1.5
CO/N=C/CC(=O)c1ccc(-c2ccccc2)cc1	-14.4	-5.7	3.9	-1.1	-3.3	5.5	-17.9	/	1.8	10.0
O=C(O)CCCC(=O)Nc1nc2n(n1)C(c1ccc(F)cc1)CC(c1ccc(Cl)cc1)N2 (stereo not drawn)	2.3	/	3.5	-0.6	-2.9	-24.8	/	-26.7	-2.5	-1.7

An excerpt taken from the entries so far, as a working copy:
SMILES	DAGLB inhibitor	Wnt act	phage Ecoli inh	AddAB inh	CAL PDZ FP	PvdQ acylase	PfHsp90 set2	Rtt109 HAT inh	Ecoli viability	Tat transport
Cc1cc(C)cc(C(=O)NC(=S)Nc2ccc3[nH]c(=O)[nH]c3c2)c1	-0.1	/	-0.6	2.6	-2.6	7.0	28.7	/	0.3	-8.5
CN1CCCN(C(=O)c2cc(-c3cccc4ccccc34)nc3ccccc23)CC1	1.4	46.8*	-1.0	-0.3	-1.8	-3.1	-0.4	-2.7	-0.8	-1.7
CCCCOc1nc2ccccc2nc1NS(=O)(=O)c1ccc(F)cc1	8.0	-3.3	0.6	1.1	-0.9	-6.2	-34.7	8.0	1.0	7.0
NC(=O)C1CCN(S(=O)(=O)Cc2ccccc2Cl)CC1	1.6	1.5	2.1	-4.1	0.2	6.1	12.7	-5.6	-0.5	-0.1
Cc1ccc(N2CC(C(=O)Nc3cc(C(F)(F)F)ccc3N3CCCC3)CC2=O)cc1 (stereo not drawn)	-0.4	-1.7	3.1	1.3	0.9	5.1	/	4.8	0.1	?
N#Cc1ccc(C(=O)OCC(=O)N2CCOCC2)cc1	-0.7	1.3	0.6	2.4	0.0	-2.6	-8.3	0.3	-0.8	1.9

The listing continues:
SMILES	DAGLB inhibitor	Wnt act	phage Ecoli inh	AddAB inh	CAL PDZ FP	PvdQ acylase	PfHsp90 set2	Rtt109 HAT inh	Ecoli viability	Tat transport
Fc1ccc2c(c1)C(c1ccncc1)=NNC(c1ccccc1)=N2	-2.7	/	0.7	1.8	0.4	-3.4	-21.0	9.4	-0.1	-7.9
O=C(N/N=C/C=C/c1ccccc1)C1CC1c1ccccc1 (stereo not drawn)	0.0	-8.5	2.1	2.2	-1.1	-10.4	11.0	6.2	1.2	13.4
COc1ccc(CNS(=O)(=O)c2ccc(-n3cnnn3)c(OC)c2)cc1	0.3	-8.9	2.3	0.3	-3.5	-13.1	-1.8	-6.5	-2.2	-2.1
Cc1ccc(CS(=O)Cc2ccc(C(=O)NCc3cccs3)o2)cc1 (stereo not drawn)	3.1	-1.4	-0.2	-0.4	-0.2	-6.6	6.6	-2.5	-1.6	-4.8
O=C(/C=C/c1ccc([N+](=O)[O-])cc1)OCC(=O)N1CCCC1	0.1	-6.9	3.7	2.0	-0.4	15.4	6.5	4.8	1.3	3.2
CCOC(=O)c1c(SCc2ccccc2)n[nH]c1N	-3.8	0.2	6.7	0.2	0.6	-4.8	-1.8	0.7	0.8	-1.3
O=C(CSc1ncnc2sccc12)NC1CCS(=O)(=O)C1 (stereo not drawn)	0.4	0.0	0.1	-0.6	-2.0	-0.8	-0.9	8.3	-1.0	13.9
O=C(c1cc(-c2ccccc2)nc2ccccc12)N1CCCC1	-2.0	-0.5	-0.5	2.6	-2.7	-12.2	7.7	-5.4	1.8	3.3
CC(=O)NC(=S)Nc1cccc([N+](=O)[O-])c1	-1.9	10.3	0.9	5.0	-1.5	3.5	22.6	10.1	1.9	0.5
CCOC(=O)c1ccc(NC(=O)c2ccccc2C)cc1	-14.0	26.1	1.5	1.5	-2.0	5.3	/	-3.9	0.8	6.6
C#CCOCCOCCOCCNc1nc(N2CCN(C(=O)[C@H](C(C)C)n3cc(CCO)nn3)CC2)nc(N2CCN(C(=O)[C@H](Cc3ccc(O)cc3)n3cc(CCO)nn3)CC2)n1	0.9	-1.0	1.7	/	-0.3	-12.3	/	-1.6	/	-14.6
COc1ccc(NC(=O)C2CCC(C(C)(C)C)CC2)cc1S(=O)(=O)N1CCCCC1 (stereo not drawn)	-0.1	/	4.8	3.4	-1.2	-5.2	-24.0	6.2	-2.2	-2.2
CN1CCN(C(=O)c2cc(Br)cn2C)CC1	-5.0	1.4	2.6	-0.4	0.6	-11.1	-34.9	5.3	2.4	7.2
C/C(=N/Nc1ccnc2cc(Cl)ccc12)c1ccc(O)cc1	0.8	1.1	-6.7	0.8	0.9	-3.2	13.1	2.9	-1.5	-2.1
O=C(Nc1ccc(Br)cc1)c1cccc(N2C(=O)C3CCCCC3C2=O)c1 (stereo not drawn)	-1.1	-0.3	1.3	2.0	-0.9	-12.6	-39.7	-5.7	-0.5	5.3
CCN1C(=O)N(CC)C2C1N(CO)C(=O)N2CO (stereo not drawn)	2.8	-0.5	3.7	2.3	-1.6	-6.0	-38.1	1.9	-0.5	2.1
Cn1c(=O)oc2cc(S(=O)(=O)NCc3ccc(C(=O)O)cc3)ccc21	1.0	2.4	2.5	0.3	-2.7	6.7	-1.2	-2.6	-0.4	-0.4
Cc1ccc(NCC(=O)c2ccc([N+](=O)[O-])cc2)cc1	7.8	/	/	-1.0	0.7	-9.3	-29.3	12.4	0.8	9.1
CC1(C)Cc2nc3sc4c(=O)n(Cc5ccccc5)cnc4c3cc2CS1	-0.2	-0.8	2.8	-0.5	-1.3	-2.7	2.5	9.2	-0.9	10.3
Cc1ccc(-n2nc3c(=O)n(C(C)C(=O)NCCc4cccs4)nc(C)c3c2C)cc1 (stereo not drawn)	2.6	/	/	-0.5	-3.5	-18.7	-3.3	-9.0	-0.7	-7.0
c1ccc2[nH]cnc2c1	4.4	-1.2	3.9	-4.1	0.5	-24.5	4.1	-0.9	0.4	-4.8
COC(=O)c1ccc(CSc2nc(-c3ccco3)cc(C(F)(F)F)n2)o1	-4.8	-3.3	4.1	4.5	-1.0	-6.2	10.1	2.0	3.1	9.7
COc1ccc(OC)c(CCNC(=O)CCc2nnc3ccc(N4CCCC4)nn23)c1	0.4	1.7	0.3	-3.0	-1.8	-23.8	-28.9	1.4	-3.8	-0.2
[O-]/[N+](=C\c1ccccc1)[C@@H]1CCCC[C@@H]1/[N+]([O-])=C/c1ccccc1	1.5	/	0.9	-0.1	0.2	-22.8	3.0	3.1	-0.5	4.7
CCOc1ccc(OCC)c(NC(=O)CSCC(=O)O)c1	-0.1	0.5	2.1	2.8	-0.9	-15.2	-29.6	0.1	-2.0	-7.5
CN(CC(=O)Nc1ccc(F)cc1)CC(=O)N1CCc2ccccc21	1.8	-1.1	3.2	/	0.1	-18.2	21.2	6.1	/	2.9
O=C(O)C1CCN(c2ccc(S(=O)(=O)N3CCOCC3)cc2[N+](=O)[O-])CC1	0.0	-0.9	3.8	3.0	-0.6	-10.2	4.3	-1.7	-2.0	-7.5
O=C(Nc1ccccc1[N+](=O)[O-])C1C(c2ccccc2)=C1c1ccccc1	-2.4	/	2.3	-0.1	/	-12.3	22.3	-2.9	-2.6	-0.7
NS(=O)(=O)c1ccc(NS(=O)(=O)/C=C/c2ccccc2)cc1	-2.5	/	1.0	0.7	-3.2	-9.5	-29.5	6.8	-1.3	-4.8
CC1CCc2c(sc3nc(CN4CCN(S(=O)(=O)c5ccccc5[N+](=O)[O-])CC4)[nH]c(=O)c23)C1 (stereo not drawn)	1.6	-1.6	0.6	4.0	0.0	-8.1	/	-0.9	-0.2	-4.8
CC(C)C[C@@H](CN1CCC[C@@H]1CN1C(=O)C(=O)NC[C@@H]1Cc1ccccc1)N1C[C@H](Cc2ccc(O)cc2)N(CCc2ccccc2)C(=O)C1=O	4.6	-2.7	0.2	/	-0.8	-13.0	-12.0	-6.7	/	2.4
Cc1ncoc1C(=O)Nc1cccc(Cl)c1	-6.8	7.6	/	-2.5	-1.0	4.4	-7.8	-10.7	-1.7	-3.5
COc1cc2c(cc1OC)CN(C(C)C(=O)N1CCc3ccccc31)CC2 (stereo not drawn)	1.2	/	-0.5	2.6	-2.5	-7.4	12.4	0.9	-0.4	3.9
CSCC[C@H](NC(=O)OC(C)(C)C)c1nnc(SCc2ccc(F)cc2)o1	-5.6	/	0.0	0.6	0.0	5.1	-27.6	3.7	-0.8	5.1
O=C(CNC(=S)N(CCCN1CCOCC1)Cc1cccs1)NCCN1CCOCC1	-4.2	-0.6	1.6	4.7	0.1	3.8	28.5	-7.2	2.0	-3.0
O=C(NC1CCCC1)C1CC(=O)N(C2CCCCCCC2)C1 (stereo not drawn)	0.8	3.8	2.0	-1.5	-2.7	4.4	-7.3	0.8	-3.8	4.9
C[C@@H]1CN(Cc2cn(C)nc2-c2cccc(Cl)c2)C[C@H](C)O1	-1.8	-7.0	3.0	2.3	/	4.2	-2.7	2.0	-0.3	-7.1
O=C(O)c1ccc(-n2cccc2/C=C2/SC(=O)N(CC(=O)N3CCCC3)C2=O)cc1	2.0	-8.4	2.7	2.2	-2.7	-11.4	14.7	-3.6	0.2	6.9
Cc1c(NC(=O)COC(=O)CCc2c[nH]c3ccccc23)c(=O)n(-c2ccccc2)n1C	1.2	-0.4	2.0	-0.2	-0.6	-5.1	5.3	-10.1	2.4	8.6
CC(CN(C)Cc1ccccc1)OC(=O)C1COc2ccccc2O1 (stereo not drawn)	-0.5	-1.2	2.4	1.6	-0.1	-16.9	-24.4	-3.4	0.9	-4.2
Cc1ccc(NC(=S)NC(NC(=O)Cc2cccc3ccccc23)C(Cl)(Cl)Cl)cc1 (stereo not drawn)	-1.6	-1.0	0.7	1.3	0.5	-8.7	5.3	4.5	2.2	-13.0
Cn1ccc(O)c(C#N)c1=O	0.1	-0.3	4.0	4.4	0.6	-3.8	10.5	-5.1	-1.8	-2.8

Bioassay records (PubChem BioAssay)
